ALOX12 inh: inhibitors of human 12S-lipoxygenase ALOX12 | purified 12hLO, xylenol orange hydroperoxide absorbance | Potency, µM (series often up to 108 µM), without a hit: top-dose activity change, negative = inhibition, actives largely listed as inhibitors | hit rate 1.1% among 580,000 | AID 1671190; active = well fitted inhibition curve with a large enough effect; inconclusive = small, poorly fitted or top-dose-only effect, or another doubt; inactive = no such curve, though single readings can be large or run the other way; note: potency is the fitted concentration of half-maximal effect
Target sequence (P18054 whole entry, looked up): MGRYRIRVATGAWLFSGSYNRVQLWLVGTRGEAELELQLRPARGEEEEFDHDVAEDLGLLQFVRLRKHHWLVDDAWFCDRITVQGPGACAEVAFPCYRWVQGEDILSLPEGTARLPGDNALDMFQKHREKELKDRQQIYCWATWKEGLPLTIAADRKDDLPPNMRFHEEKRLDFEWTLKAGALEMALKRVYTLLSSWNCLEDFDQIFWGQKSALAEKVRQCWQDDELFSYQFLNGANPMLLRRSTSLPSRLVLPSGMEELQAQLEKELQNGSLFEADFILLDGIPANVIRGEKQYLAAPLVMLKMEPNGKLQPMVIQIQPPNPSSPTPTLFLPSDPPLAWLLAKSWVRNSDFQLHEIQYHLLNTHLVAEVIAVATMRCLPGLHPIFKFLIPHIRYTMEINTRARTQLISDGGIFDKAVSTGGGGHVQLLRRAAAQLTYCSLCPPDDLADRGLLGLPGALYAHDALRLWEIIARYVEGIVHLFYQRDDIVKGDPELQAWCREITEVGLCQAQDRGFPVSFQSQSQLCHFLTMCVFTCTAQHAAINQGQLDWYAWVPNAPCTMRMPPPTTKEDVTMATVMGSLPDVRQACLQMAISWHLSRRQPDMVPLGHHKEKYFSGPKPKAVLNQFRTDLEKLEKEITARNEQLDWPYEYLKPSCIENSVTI
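Hydroperoxide product was detected by ferrous iron/xylenol orange as the 573 to 405 nm absorbance ratio. Arachidonic acid at 40 uM (final) was turned over for 30 min at room temperature by 150 nM human 12hLO, pH 7.0 Hepes buffer, after 15 min compound preincubation.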
LDHA block: inhibitors of human lactate dehydrogenase A; AID 1347041; hit rate 0.15% among 480,000; activity change, % (values are at about 110 or 230 µM); P00338; purified LDHA, NADH/diaphorase-resazurin fluorescence; hits give low values; in the data active = activity change below about -30%; inconclusive = mostly about -25% to -30%;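 note: plate controls were DMSO wells for no effect and wells without enzyme for full effect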
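LDH5 2 nM; NADH 0.06 mM, pyruvate 0.2 mM; 200 mM Tris pH 7.4, EDTA, Tween-20; 5 min RT. Detection: diaphorase 0.133 mg/mL + resazurin 37 µM, fluorescence ex540/em590 at 0 and 20 min; normalized to enzyme-free and DMSO wells.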
Active calls of the source: *; ? = inconclusive; & = joins results of further samples; [ ] = remark or other dose. Unless noted, % is set by controls: 0 for no effect and ±100 for the full control effect.

Start of the data: the first 17 records (preview)
SMILES	ALOX12 inh	LDHA block
C=C(C)CSc1nc2c(c(=O)n(C)c(=O)n2C)n1CCCc1ccccc1	-29%	10
CN1CCCC(C(=O)Nc2cccc(Cl)c2)CC1 (configuration not stated)	?	-4
CC(Sc1nc2ccccc2[nH]1)C(=O)NC(=O)NC12CC3CC(CC(C3)C1)C2 (configuration not stated)	?	7
COc1ccc(OC)c(-n2nnc(C(=O)NCc3ccco3)c2N)c1	-20%	5
O=c1cc(-c2ccccc2Cl)oc2ccc(Cl)cc12	-14%	6
CSc1nc(C)cc(-c2ccccc2)n1	-7%	6
Cc1ccc2oc(-c3ccc(Br)cc3)nc2c1	-9%	0
COC(=O)c1ccc(COc2ccc3ccccc3c2)o1	-20%	-1
Cn1nc(C(C)(C)C)cc1N1C(=O)CCC1(C)C(=O)NCc1ccccc1 (configuration not stated)	-26%	-3
COc1cccc(S(=O)(=O)Nc2ccc3c(c2)C(=O)N(C)C[C@H](OC)[C@H](C)CN(Cc2ccccc2F)[C@@H](C)CO3)c1	?	-3
Cc1ccc(-c2nc(N)sc2CC(=O)OCC(=O)N(CCC#N)c2ccc(F)cc2)cc1	-14%	10
CCOC(=O)c1ccc(S(=O)(=O)NCc2ccco2)cc1	3%	1
Cc1noc(CN(C)CC2COc3ccccc3O2)n1 (configuration not stated)	18%	2
Nc1nccnc1C(=O)NCCNC(=O)c1ccccc1	-23%	0
CCC1c2ccsc2CCN1C(=O)CNC(=O)c1ccccc1Cl (configuration not stated)	-17%	17
Cc1nc2cc(NC(=O)CNC(=O)c3ccco3)ccc2o1	-11%	3
O=C(NCCn1nc(-c2ccc(F)cc2)ccc1=O)c1cccc(C(F)(F)F)c1	-2%	-6

Main list, from the first entry:
SMILES	ALOX12 inh	LDHA block
C=C(C)CSc1nc2c(c(=O)n(C)c(=O)n2C)n1CCCc1ccccc1	-29%	10
CN1CCCC(C(=O)Nc2cccc(Cl)c2)CC1 (configuration not stated)	?	-4
CC(Sc1nc2ccccc2[nH]1)C(=O)NC(=O)NC12CC3CC(CC(C3)C1)C2 (configuration not stated)	?	7
COc1ccc(OC)c(-n2nnc(C(=O)NCc3ccco3)c2N)c1	-20%	5
O=c1cc(-c2ccccc2Cl)oc2ccc(Cl)cc12	-14%	6
CSc1nc(C)cc(-c2ccccc2)n1	-7%	6
Cc1ccc2oc(-c3ccc(Br)cc3)nc2c1	-9%	0
COC(=O)c1ccc(COc2ccc3ccccc3c2)o1	-20%	-1
Cn1nc(C(C)(C)C)cc1N1C(=O)CCC1(C)C(=O)NCc1ccccc1 (configuration not stated)	-26%	-3
COc1cccc(S(=O)(=O)Nc2ccc3c(c2)C(=O)N(C)C[C@H](OC)[C@H](C)CN(Cc2ccccc2F)[C@@H](C)CO3)c1	?	-3
Cc1ccc(-c2nc(N)sc2CC(=O)OCC(=O)N(CCC#N)c2ccc(F)cc2)cc1	-14%	10
CCOC(=O)c1ccc(S(=O)(=O)NCc2ccco2)cc1	3%	1
Cc1noc(CN(C)CC2COc3ccccc3O2)n1 (configuration not stated)	18%	2
Nc1nccnc1C(=O)NCCNC(=O)c1ccccc1	-23%	0
CCC1c2ccsc2CCN1C(=O)CNC(=O)c1ccccc1Cl (configuration not stated)	-17%	17
Cc1nc2cc(NC(=O)CNC(=O)c3ccco3)ccc2o1	-11%	3
O=C(NCCn1nc(-c2ccc(F)cc2)ccc1=O)c1cccc(C(F)(F)F)c1	-2%	-6
Cc1cccc(NC(=O)NCCc2coc(-c3ccc(F)cc3)n2)c1	14%	3
Cc1c(C(=O)NCc2ccccc2C(F)(F)F)sc(=O)n1Cc1ccccc1C#N	2%	-1
O=C(Cc1cccc(F)c1)NCCc1c[nH]c2ccccc12	3%	1
COc1ccc(OCCN2CCN(C(=O)c3nn(Cc4ccccc4)c(=O)c4ccccc34)CC2)cc1	14%	-3
CCCCN1C(=O)C(O)(CC(=O)c2cc(C(C)C)ccc2C)c2ccccc21 (configuration not stated)	7%	9
COc1ccc(C(=O)CCC#N)cc1OC	3%	1
CC(=O)c1csc(NC(=O)c2nn(C)c(=O)c3ccccc23)n1	11%	5
O=C(COc1ccccc1)Nc1ccc(NC(=O)C2CC2)cc1C(F)(F)F	0%	6
NC(N)=NC(N)=Nc1ccc(Cl)c(Cl)c1	8%&12%	-4&-3
NC(=O)c1cccc(C(=O)NC2CCCc3ccccc32)c1 (configuration not stated)	8%	0
CCc1ccc(-c2csc(/C(C#N)=C/Nc3c(C)cc(C)cc3C)n2)cc1	?	7
Cc1ccc(CC(=O)NC2CCC(C)CC2)cc1 (configuration not stated)	3%	-11
O=C(CCn1nc(-c2ccc(Cl)cc2)c2ccccc2c1=O)Nc1ccc(F)cc1	-21%	-2
Cc1cnc(C(=O)Oc2ccc(Cl)cc2)cn1	?	-2
C[N+](C)(CCCCC(=O)O)C[Si](C)(C)C	?	5
CCc1nnsc1C(=O)N(C)Cc1cccc(Cl)c1Cl	14%	5
CCCn1nc(C(=O)Nc2ncc(Cc3ccc(Br)cc3)s2)ccc1=O	-28%	-9
CC1(C)CC(CC(=O)N2CCCCC2)(c2ccccc2)CCO1 (configuration not stated)	45%	-2
CC(=O)N1CCC2(CC1)CC(=O)c1ccc(OCC(=O)NC3Cc4ccccc4C3)cc1O2	13%	-10

Retrieved by compound from the list above (2):
SMILES	ALOX12 inh	LDHA block
C[N+](C)(CCCCC(=O)O)C[Si](C)(C)C	?	5
CC1(C)CC(CC(=O)N2CCCCC2)(c2ccccc2)CCO1 (configuration not stated)	45%	-2

(next part)
SMILES	ALOX12 inh	LDHA block
COc1ccc(-c2nc(CCNc3ncccc3C#N)co2)cc1	-5%	6
COCCN1C(=O)CSCC1(C)C(=O)NCc1ccccc1 (configuration not stated)	0%	3
O=C(CSc1n[nH]c(-c2ccccc2)n1)N1CCCC1c1ccc2c(c1)OCCO2 (configuration not stated)	7%	5
CCCCCCCNC(=O)CCC(=O)NCCCC	7%	1
Cc1ccc2nc(-c3ccc(C)c(NC(=O)c4cc([N+](=O)[O-])ccc4N4CCOCC4)c3)oc2c1	-8%	5
O=C1C(c2ccc(F)cc2)N(CCc2ccccc2Cl)C(=O)CN1C1CCCCC1 (configuration not stated)	2%	4
CCc1cc(=O)oc2cc(OC(C)C(=O)Nc3ccccc3F)ccc12 (configuration not stated)	?	-13
O=C1Cc2cc(C(=O)NCCc3ccc4c(c3)OCO4)ccc2N1	?	2
CC1(C)CCCC(C)(C#CCN2CCCCC2c2cccnc2)O1 (configuration not stated)	-6%	3
CCCCC[C@@H]1CCCCC[C@H](O)C[C@@H](O)[C@@H](O)/C=C/C(=O)O1	-11%	-6
CC(OC(=O)c1ccc(CO)cc1)C(=O)c1c[nH]c2ccccc12 (configuration not stated)	4%	2
COC(=O)C(C)OC(=O)c1cc2ccccc2cc1OC (configuration not stated)	13%	8
Cc1cc(=O)oc2cc(OCc3nc(CC(C)C)no3)ccc12	-28%	2
CC1=CCC2C(C)(C)C(O)CCC2(C)C1COc1ccc2ccc(=O)oc2c1 (configuration not stated)	?	2
O=C(CC1CCCC1)OCC(=O)c1ccc(Cl)cc1	-26%	-4
COC(=O)C(Cc1ccc(O)cc1)NC(=O)c1nn(CC(C)C)c(=O)c2ccccc12 (configuration not stated)	7%	1
CCN(CC)S(=O)(=O)c1ccc(N/N=C/c2ccc(C)s2)c([N+](=O)[O-])c1	-1%	10
COc1ccc(Oc2c(C)oc3cc(OCC(=O)N4CCCC4)ccc3c2=O)cc1	-11%	9
CC(N)c1cccc([N+](=O)[O-])c1 (configuration not stated)	20%	8
CCCCC(=O)N(C)c1c(CC)nc2c(OCc3ccc(Cl)cc3Cl)cccn12	?	5
COC[C@@H]1CCCN1[C@H]1CS(=O)(=O)N[C@@H]1COCc1ccccc1	?	-9
CCN1CCN(Cc2cc(=O)oc3cc(-c4ccccc4)c(O)cc23)CC1	32µM*	9
CN1OC[C@@H]2CN(S(=O)(=O)c3ccccc3)[C@H](c3ccc(N4CCCCC4)cc3)C[C@@H]21	-20%	8
CN(Cc1ccc(Cl)c(Cl)c1)C(c1cc2ccccc2o1)c1nnnn1C(C)(C)C (configuration not stated)	9%	-2
CC(C)Cn1c(-c2ccc(O)cc2)nc2c1c(=O)[nH]c(=O)n2Cc1ccccc1	?	0
O=c1cc(C(F)(F)F)c2ccc(OS(=O)(=O)c3cccc(C(F)(F)F)c3)cc2o1	10%	2
CN(C)C(CNc1oc(-c2cccc3ccccc23)nc1C#N)c1cccs1 (configuration not stated)	?	4
Cc1nn(C)c(C)c1CNC(=O)Nc1ccccc1	-16%	-4
O=C(Cc1c[nH]c2ccccc12)N1CCC(C(=O)N2CCCCCC2)CC1	-1%	7
Cc1ccsc1C(=O)N(Cc1ccco1)C1CC1	-2%	-16
CCc1nonc1NC(=O)c1ccc(OCC(C)C)cc1	1%	7
COc1ccc(-c2cc(C(=O)NCc3ccc(F)cc3)[nH]n2)c(C)c1	1%	-5
C=CCOc1cccc(/C=N/NC(=O)C(=O)NCCCOC)c1	-8%	6
C[C@@H]1COc2cccc(N3CCN(Cc4ccccc4F)CC3)c2S(=O)(=O)N1	-3%	2
O=c1c(C(F)(F)F)cccn1Cc1coc(-c2cccc(F)c2)n1	-3%	-11
COCCn1cnc2c1c(=O)n(CC(=O)Nc1c(C)cccc1C)c(=O)n2CC(C)C	4%	-3
Cc1ccc(CS(=O)Cc2cccc(Cl)c2)cc1 (configuration not stated)	-28%	2
CCCCC(=O)N(C)c1c(C)nc2ccc(C(=O)NCCN(C)C)cn12	-3%	-1
CC(C)(C)C(=O)[C@@H]1[C@@H](C(=O)c2ccccc2)[C@@]2(C(=O)Nc3ccccc32)[C@H]2c3ccccc3C=CN12	?	22
COc1ccc(/C=C/C(=O)/C=C/c2ccc(OC)cc2)cc1	-10%	8
Cc1ccc2cccc(NC(=O)c3cccc(OC(C)C)c3)c2n1	11%	0
CC(C)C[C@H](NC(=O)/C=C/[C@H]1O[C@@H](n2ccc(=O)[nH]c2=O)[C@H](O)[C@@H]1O)C(=O)O	-7%	-10
CC(C)n1nnnc1C1c2ccccc2C(=O)N1Cc1ccco1 (configuration not stated)	-2%	3
O=C(COC(=O)Cc1n[nH]c(=O)c2ccccc12)NC(=O)NC1CCCCC1	10%	-12
C/C(=N/O)C1(C)N(O)C(C)(C)C(c2ccc(C)cc2)=[N+]1[O-] (configuration not stated)	-1%	-14
Cc1ccc2[nH]c(=O)c(CN(CC3CCCO3)S(=O)(=O)c3ccccc3)cc2c1 (configuration not stated)	?	14
CCOC1=CC2=C(C(=O)C(Cl)=CC2=O)[C@@H]2CN(S(=O)(=O)c3ccc(C)cc3)[C@@H](c3ccccc3)[C@H]12	0.89µM*	7
Cn1c(=O)c2c(ncn2CCC(=O)Nc2ccc(Cl)c(Cl)c2)n(C)c1=O	-6%	0
COc1ccc(C(=O)Nc2ccc(Nc3nc(C)cc(Nc4ccc(C)cc4)n3)cc2)cc1OC	?	2
CC(C)COc1ccc(C(=O)Nc2cccc3ncccc23)cc1	?	-19
Cc1cc(NC(=O)NCc2nc(-c3ccccc3C)oc2C)ccc1Cl	-4%	2
CCn1c(SCC(=O)c2ccc(Cl)s2)nnc1-c1ccc(OC)cc1	?	4
COc1cccc(CNC(=O)C2(C)CCCN2C(=O)C(C)C)c1 (configuration not stated)	3%	0
N#CCc1ccc(OCCCN2CCC(C(O)(c3ccccc3)c3ccccc3)CC2)cc1	?	-1
O=C(CCc1ncc(-c2ccccc2Cl)o1)NCc1ccc(Cl)cc1Cl	-20%	?
CCC(C)NC(=O)Nc1ccc(-c2noc(-c3ccco3)n2)cc1 (configuration not stated)	6%	-9
Cn1c(=O)c2c(nc(NCCc3ccccc3)n2CC(O)CO)n(C)c1=O (configuration not stated)	?	5
CC(=O)Nc1cccc(Oc2nc(NC(C)C)nc3cc(-c4ccccc4)sc23)c1	-18%	-7
N#Cc1ccc(CN(Cc2ccccc2)Cc2ccco2)cc1	?	2
CC(=O)Nc1ccc(-c2csc(NC3CC3)n2)cc1	?	5
Going on with the list.
SMILES	ALOX12 inh	LDHA block
CC1CCCN(C(=O)c2cc3ccc(C(C)C)cc3[nH]2)C1 (configuration not stated)	8%	-6
Cc1cccc(/C=N/NC(=O)c2ccc(C(C)(C)C)cc2)c1	9%	5
Cc1cccc(-c2nnc(SCC(=O)Nc3nncs3)n2C)c1	?	-20
COc1cccc(CN2CCC2(C)C(=O)Nc2ccc3c(c2)OCO3)c1F (configuration not stated)	12%	4
Clc1cccc(-c2ccc(CNc3ncn[nH]3)o2)c1	31%[activator]	1
Cc1ccc(C(NC(c2ccccc2)c2ccccc2)C(=O)O)cc1 (configuration not stated)	9%	1
COc1ccc(C)cc1NC(=O)c1nc2ccccc2nc1N1CCCCC1	5%	-23
Cc1ccc(CNC(=O)CCc2c[nH]c3ccccc23)s1	?	2
Cc1ccc2nc(C)c(C(=O)NC(C)c3ccccc3)cc2c1 (configuration not stated)	28%	-5
COc1cc(C(=O)Nc2cccc(SC)c2)cc(Br)c1O	?	-12
C(#Cc1ccccc1)CNC12CC3CC(CC(C3)C1)C2	-22%	-7
COc1ccc(-c2cc(NC=O)c3ncc(-c4ccc(OC)c(OC)c4)n3c2)cc1OC	-6%	6
CCc1ccc2oc(=O)cc(-c3cc4cccc(OC)c4o3)c2c1	?	-20
COc1ccc(-c2csc(Nc3ccccc3OC)n2)cc1	?	4
COc1ccc(CC(=O)OCCCC(=O)c2ccc(F)cc2)cc1	-9%	3
CC(C)C(=O)Nc1ccc(C(N)=O)c(Cl)c1	-2%	9

Only part of the results is shown, so the mix of outcomes need not match the whole.
